High-throughput results as filed in PubChem BioAssay.
RXFP1 antagonist = antagonists of human relaxin receptor RXFP1; 350,000 tested, 0.59% active; activity change, negative = inhibition, % at 57.5 µM; HEK293-RXFP1, relaxin-stimulated cAMP HTRF, 30 min; hits give low values; Q9HBX9;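 active = activity change of -60% or lower, but not beyond a set lower limit; inconclusive = change between -60% and -40%, or beyond the set limit; inactive = change above -40%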; note: % is set by controls: 0 for no effect and ±100 for the full control effect
Target sequence (Q9HBX9 whole entry, looked up): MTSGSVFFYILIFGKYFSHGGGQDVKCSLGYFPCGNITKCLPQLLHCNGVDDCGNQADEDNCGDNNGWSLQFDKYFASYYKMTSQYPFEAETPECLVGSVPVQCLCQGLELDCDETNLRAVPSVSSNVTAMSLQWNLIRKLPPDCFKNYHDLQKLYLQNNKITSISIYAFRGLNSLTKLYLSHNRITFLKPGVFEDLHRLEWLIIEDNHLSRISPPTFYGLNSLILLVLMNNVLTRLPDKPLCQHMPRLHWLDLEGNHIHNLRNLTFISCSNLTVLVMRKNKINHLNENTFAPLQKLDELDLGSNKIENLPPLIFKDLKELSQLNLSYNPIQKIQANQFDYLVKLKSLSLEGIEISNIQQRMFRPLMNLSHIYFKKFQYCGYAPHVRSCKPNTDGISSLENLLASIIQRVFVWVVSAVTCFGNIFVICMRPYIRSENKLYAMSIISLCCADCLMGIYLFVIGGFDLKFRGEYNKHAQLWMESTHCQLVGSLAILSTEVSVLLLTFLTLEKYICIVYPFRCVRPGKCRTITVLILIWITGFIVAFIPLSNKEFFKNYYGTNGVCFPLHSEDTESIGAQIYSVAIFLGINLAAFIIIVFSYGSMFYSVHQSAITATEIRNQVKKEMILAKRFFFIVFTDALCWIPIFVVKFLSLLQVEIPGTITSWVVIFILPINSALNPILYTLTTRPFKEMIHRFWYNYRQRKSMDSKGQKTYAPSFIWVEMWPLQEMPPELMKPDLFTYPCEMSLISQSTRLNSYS
Vif-A3G inh = inhibitors of Vif-APOBEC3G interaction; Q9HC16; HeLa A3G-eYFP + Vif (tagged APOBEC3G with the HIV-1 protein that degrades it), YFP fluorescence, overnight; Potency, µM (titrated, usually from 46.1 µM), inactives show at the top dose activity, negative = active, most hits filed as inhibitors; 410,000 tested, 0.076% active;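 note: potency is the fitted concentration of half-maximal effect; % is set by controls: 0 for no effect and ±100 for the full control effect; nearly all actives have a fitted effect of over 60% in size; hits raise eYFP signal because A3G escapes Vif-driven loss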
Target sequence (Q9HC16 whole entry, looked up): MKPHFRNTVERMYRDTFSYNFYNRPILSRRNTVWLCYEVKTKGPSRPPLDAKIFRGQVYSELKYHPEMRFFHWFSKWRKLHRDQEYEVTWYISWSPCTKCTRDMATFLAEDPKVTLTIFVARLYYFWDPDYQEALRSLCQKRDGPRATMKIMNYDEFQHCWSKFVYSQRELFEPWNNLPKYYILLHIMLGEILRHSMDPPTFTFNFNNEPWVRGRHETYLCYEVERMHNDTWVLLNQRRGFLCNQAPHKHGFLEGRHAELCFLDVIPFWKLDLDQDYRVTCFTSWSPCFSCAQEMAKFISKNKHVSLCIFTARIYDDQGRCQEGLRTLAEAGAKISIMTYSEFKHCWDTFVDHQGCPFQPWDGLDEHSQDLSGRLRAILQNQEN
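Read-out is eYFP fluorescence (Ex 488/Em 500-530) from Vif-expressing HeLa A3G-eYFP cells; more signal means A3G escaped Vif-mediated degradation. Cells plated overnight, compound pinned in, incubated overnight at 37 deg C.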
Vif-APOBEC3F blk = inhibitors of Vif-A3F interaction; HeLa A3F-eYFP + Vif (tagged APOBEC3F with the HIV-1 protein that degrades it), YFP fluorescence increase; Potency, µM (doses to about 46.1 µM), inactives show at the highest dose activity, negative = active; 390,000 tested, 0.2% active; note: potency is the fitted concentration of half-maximal effect; % of control where 0% means no effect; nearly all actives have a fitted effect of over 65% in size
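HeLa cells stably expressing Vif plus C-terminally eYFP-tagged A3F were seeded, incubated overnight at 37 deg C, dosed with compound, incubated overnight again at 37 deg C. Yellow fluorescence (Ex 488/Em 500-530) reported blocked Vif-mediated A3F-eYFP degradation.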
D1 antag = antagonists of human D1 dopamine receptor. P21728. HEK293 TREx D1 cells, calcium flux, dopamine EC80; hits give low values. activity change, negative = inhibition, % at 10 µM. 360,000 tested, 3.2% active; in the data active = activity change below about -30%; note: % is set by controls: 0 for no effect and ±100 for the full control effect
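After overnight tetracycline induction at 30 C, force-coupled D1 HEK293 cells took up a no-wash calcium dye at room temperature. Compounds were added and monitored 180 s, and the response to EC80 dopamine was then recorded.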
D1 agonist = agonists of human D1 dopamine receptor; P21728; HEK293 T-REx D1 cells, calcium flux, agonist mode; activation, % at 2 µM; 360,000 tested, 1% active; AID 504660; in the data active = activation above about 30%; note: 0% is about no effect
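Inducible HEK293 T-REx D1 cells, force-coupled to calcium signalling, were plated at 4000 cells/well with tetracycline and held overnight at 30 C. After no-wash calcium dye loading, compound-evoked calcium rise over 180 s flagged agonists.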
Glioma ERSR ind = induces the endoplasmic reticulum stress response in human glioma cells | AID 602332 | U87-MG GRP78 promoter luciferase reporter, 16 h | Potency, µM, without a hit: top-dose activation, usual class: activators | 420,000 tested, 0.02% active; note: potency is the fitted concentration of half-maximal effect; series mostly up to about 76 µM; % of control where 0% means no effect; nearly all actives have a fitted effect of over 35% in size
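ERSR induction read as luciferase luminescence (Bright-Glo, 10 min at room temperature) in stably transfected human U87-MG glioma cells exposed to compounds for 16 h, using GRP78 as sensor.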
RXFP1 agonist = agonists of human relaxin receptor RXFP1; Q9HBX9; HEK293T-RXFP1 cAMP TR-FRET, 30 min; response scale: percent of porcine relaxin response, buffer zero; Potency, µM (titrated, usually from 57.5 µM), for the others: at the top dose activation, hits mostly activators; 370,000 tested, 0.3% active; AID 2676; note: potency is the fitted concentration of half-maximal effect; % is set by controls: 0 for no effect and ±100 for the full control effect; nearly all actives have a fitted effect of over 60% in size; many of its hits are not listed in these tables
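HEK293T cells stably expressing RXFP1 were pretreated with the PDE4 inhibitor Ro 20174, exposed to compounds for 30 min at 37C, lysed, and cAMP was read by TR-FRET. Data normalized to buffer (basal) and 29 nM porcine relaxin (100%).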
D1 PAM = enhances dopamine response at the human D1 receptor | P21728 | potentiation, % at 10 µM | AID 504651 | 360,000 tested, 0.036% active | HEK293 TREx D1 cells, calcium flux, dopamine EC20 potentiation; in the data active = potentiation above about 30%; note: 0% is about no effect
D2 potentiator = positively modulates the human D2 dopamine receptor allosterically | P14416 | HEK293 T-REx D2, calcium flux, EC20 dopamine potentiation | potentiation, % at 10 µM | 340,000 tested, 0.34% active | AID 485347;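 active = potentiation over 3 SD above the plate norm, cut at about 30% in these data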; note: 0% is about no effect
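Calcium flux readout, no-wash dye, 1 read/s. Inducible HEK293 Trex D2 line, overnight 30 C. Compound alone 180 s (agonist flags), then EC20 dopamine, another 180 s to score potentiation.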
* = called active by the depositor; ? = inconclusive; · = not tested or not shown; & = joins results of further samples. Unless noted, calls come from the whole dose curve; as a rule, active = well fitted curve in the direction sought with a large enough effect; inconclusive = small, poorly fitted or top-dose-only effect, or another doubt; inactive = no such curve, though single readings can be large; an effect the other way counts as inactive or inconclusive. A portion of the library; count on the stated rates, not on these rows.

SMILES | RXFP1 antagonist | Vif-A3G inh | Vif-APOBEC3F blk | D1 antag | D1 agonist | Glioma ERSR ind | RXFP1 agonist | D1 PAM | D2 potentiator
CC12CC(NC(=O)N1c1cccc(C(=O)N3CCN(c4ccccc4F)CC3)c1)c1ccccc1O2 (configuration not stated) | 0 | -4% | · | -7 | 3 | -2% | -0.2% | 12 | -8
NC(=O)C1CCN(C(=O)c2ccc(F)c(S(=O)(=O)N3CCOCC3)c2)CC1 | -11 | -2% | -10% | 4 | 2 | -5% | 1.8% | 6 | -3
O=C(c1ccccc1CCc1ccccc1)N1CCN(c2ccccn2)CC1 | -4 | 2% | 8% | -13 | 7 | -5% | -0.1% | -4 | ·
COc1ccc(OC)c(C2C(C#N)=C(N)Oc3c2c(C)nn3-c2cccc(Cl)c2)c1 (configuration not stated) | 7 | -4% | -4% | -10 | 6 | -1% | -0.3% | -6 | 6
CN(C)c1nnnn1-c1ccc(Cl)cc1 | -4 | 0% | 0% | 5 | 0 | -1% | -2.4% | -4 | 0
Cc1ccc(NC(=O)c2cnc(SCC(=O)N3CCCc4ccccc43)n(C)c2=O)cc1 | -2 | -4% | -11% | · | -4 | 0% | 0.4% | -1 | -1
COC(=O)[C@@]1(Cc2ccccc2)[C@H]2c3cc(C(=O)N4CCCC4)n(Cc4ccsc4Br)c3C[C@H]2CN1C(=O)c1ccccc1 | · | · | · | -2 | 2 | · | 0.1% | 1 | ·
CCN1C(=O)C(=CC=CN(C)c2ccccc2)SC1=S | -6 | ? | ? | · | · | 1% | · | · | ·
O=C(OCc1ccccc1)c1cccnc1Cl | -13 | 1% | 13% | -16 | 6 | 4% | 0.2% | -2 | -8
COC(=O)c1cncn1Cc1ccccc1 | 13 | 2% | 1% | · | · | -2% | · | · | ·
Cc1nc(SCc2ccc(Br)cc2)[nH]c(=O)c1C | -1 | -4% | 6% | -41* | 3 | 2% | 2.2% | -18 | -7
CCc1nn(CC(=O)Nc2ccc(C)c(F)c2)c(=O)c2cc3cc(C)ccc3n12 | · | 7% | 2% | 2 | 1 | -1% | -1.2% | -2 | 13
COc1ccccc1C1=NOC(C)(c2nnc(Cc3ccccc3)o2)C1 (configuration not stated) | · | -1% | 10% | 3 | -1 | -3% | 2.0% | -2 | 3
COC(=O)Cc1ccc(NC(=S)NCc2cccc(OC)c2)cc1 | -11 | 0% | -4% | 3 | 4 | 4% | 0.1% | -5 | -9
CCOC(=O)Cc1nnc(NC(=O)COc2ccc(OC)cc2)s1 | 3 | -1% | 0% | -10 | 19 | -4% | 1.5% | -6 | 4
CCn1c(C)nc2cc(S(=O)(=O)Nc3ccc(C)cc3)ccc21 | -3 | 9% | 6% | 7 | 12 | 2% | -2.1% | 1 | 2
CCN1C(=O)C(CC(=O)Nc2cc(C)ccc2C)SC1=Nc1ccc(S(N)(=O)=O)cc1 (configuration not stated) | 7 | -1% | 3% | 6 | 0 | -3% | 0.3% | -4 | 2
CC(C)C[C@@H](C(=O)NCc1ccco1)N1C(=O)N2CCc3c([nH]c4ccccc34)[C@@]2(C)C1=O | · | -11% | -4% | 1 | 2 | -4% | 0.9% | 2 | -5
Cc1cc(NC(=O)CSCC(=O)OCC(=O)Nc2cc(C)c(C)cc2[N+](=O)[O-])no1 | -27 | 3% | 3% | -1 | 3 | -3% | 2.6% | 2 | -3
Cc1cc(C)c2nc(N(CCN(C)C)C(=O)c3ccc(S(=O)(=O)N(C)CC4CCCO4)cc3)sc2c1 (configuration not stated) | -2 | 0% | 4% | 9 | 10 | 3% | 0.9% | -3 | -17
O=C(NN=C1CCCC1)c1cc(O)cc(O)c1 | -8 | 1% | -4% | 5 | 1 | -2% | -2.2% | 1 | -11
COC(=O)c1ccccc1NC(=O)c1sc2nc(C)cc(C)c2c1NC(=O)c1ccccc1OC | 3 | 6% | -10% | 2 | 1 | -4% | -1.3% | 1 | 6
COc1ccc(C(=O)N2CC3(CC(c4cccc(NC(=O)COc5ccc(Cl)cc5)c4)=NO3)C[C@@H]2C(N)=O)cc1 (some centres not stated) | · | 0% | -4% | 6 | 4 | -1% | 0.0% | 0 | 2
S=C1NC(c2ccccc2)=NCN1c1ccc(Cl)cc1 | 7 | 3% | -5% | 3 | 3 | -2% | 1.9% | 0 | 9
COc1ccc(C(=O)Nc2ccc(-c3ccc(NC(=O)c4ccc(OC)cc4)c(OC)c3)cc2OC)cc1 | 7 | 2% | 1% | -3 | 6 | -4% | 2.7% | -8 | -4
Fc1ccc(Nc2c3c(nc4ccccc24)CCC3)cc1 | -4 | -4%&3% | -7%&-7% | -41* | 14&6 | -6%&-4% | 0.2%&1.3% | -13&0 | -13&-8
Cc1cccc(/C=C2/S/C(=N/N=C3\CC4CCC3(C)C4(C)C)NC2=O)c1 (configuration not stated) | -25 | 0% | -2% | 2 | 0 | ? | 2.7% | 0 | 2
CNc1c(NS(=O)(=O)c2ccc(F)c(Cl)c2)c(=O)oc2ccccc12 | -8 | -10% | -7% | 5 | 8 | -5% | -1.6% | -2 | 12
CC1CCCN(C(=O)CCc2ccccc2)C1 (configuration not stated) | 5 | 2% | 0% | 15 | 2 | 0% | -0.1% | 1 | ·
O=C(NCc1ccccc1)c1nnc(Cc2cccc(F)c2)o1 | 6 | 1% | -3% | -12 | 0 | -3% | 3.0% | 0 | ·
COc1ccccc1NC(=O)Cc1noc(CSc2n[nH]c(N)n2)n1 | 1 | 11% | 4% | -5 | -2 | 2% | -0.7% | -5 | 2
COc1ccc(NC(=O)CCCn2cnc3ccccc3c2=O)c(OC)c1 | -1 | 2% | -3% | 10 | 0 | -4% | 0.1% | -3 | -15
Cc1ccccc1NC(=O)/C(C#N)=C/c1ccccc1C(F)(F)F | -11 | -10% | -5% | -8 | 1 | 2% | -2.1% | 2 | -11
CCc1nc2oc3cc(OC)ccc3c(=O)c2c(=O)n1Cc1ccco1 | -15 | 1% | · | 17 | 3 | -1% | 4.2% | -6 | 2
O=C(N/C(=C/c1ccccc1)C(=O)N1CCCCCC1)c1ccccc1 | 3 | 3% | 1% | 4 | 1 | -3% | -0.6% | 1 | ·
CCOc1ccc(CCNC(=O)CS(=O)Cc2nc(-c3ccc(OC)c(OC)c3)oc2C)cc1OCC (configuration not stated) | -15 | 5% | 9% | -11 | 2 | -8% | 1.9% | 1 | -2
COc1ccccc1NC(=O)CSc1nc2nc(C)cc(C)c2c(=O)[nH]1 | 0 | -7% | -2% | -20 | 0 | 4% | -0.1% | 2 | -2
CCN1C(=O)[C@H]2[C@@H](c3ccc(OC)cc3)N[C@]3(CCCN(Cc4ccc(F)cc4)C3=O)[C@H]2C1=O | -9 | -2% | 0% | · | · | -6% | · | · | ·
Cc1cc(C(=O)CCC(=O)Nc2ccc(C(N)=O)cc2)c(C)s1 | 5 | 0% | 1% | · | · | -5% | · | · | ·
CC(=O)c1c(N2CCN(C(=O)c3ccco3)CC2)nc(=S)n(-c2ccccc2)c1C | 1 | 1% | -2% | 8 | 0 | 4% | 3.3% | 1 | 12
O=C(CC(=O)c1ccccc1)Nc1ccc(Cl)cc1 | -27 | 4% | -1% | -10 | 2 | 6% | -0.5% | -3 | -7
C#CCOc1ccc(Cl)cc1/C=N/O | -12 | 2% | -27% | -7 | 7 | -1% | 0.5% | -3 | 5
COc1cccc(CC(NC(C)=O)C(=O)NC2CCN(C(=O)c3ccncc3)CC2)c1OC (configuration not stated) | -3 | 1% | -3% | -14 | 1 | 0% | -0.8% | -6 | 4
CCOC(=O)c1cc(-c2ccccc2)n(-c2cccc(C(=O)Nc3cccc(C(C)=O)c3)c2)c1C | ? | -4% | -5% | 2 | 6 | -3% | 1.0% | -6 | -8
O=C(NCC1(N2CCOCC2)CCCCC1)c1cccc(S(=O)(=O)N2CCc3ccccc3C2)c1 | -24 | 6% | 0% | 9 | 4 | -4% | 0.2% | 2 | 25
COc1ccc(C(=O)N2CCN(C(=O)C3COc4ccccc4O3)CC2)cc1 (configuration not stated) | 10 | 3% | -5% | -5 | 2 | -6% | -1.6% | 2 | 11
COc1ccc(C(=O)CC(Nc2ccc([N+](=O)[O-])cc2)c2ccc(Cl)cc2)cc1 (configuration not stated) | 6 | 8% | -6% | -27 | 1 | -1% | 1.1% | -7 | -4
COc1ccc(Cl)cc1NC(=O)C1Cc2cc(S(=O)(=O)N3CCCC3)ccc2N1C(C)=O (configuration not stated) | -8 | -10% | -4% | -1 | 1 | -6% | 0.7% | -3 | -14
Nc1nc2ncc(C(=O)c3cc(F)ccc3O)cc2s1 | -11 | -1% | 8% | 14 | 3 | 1% | -1.1% | -2 | 8
CCCN(CCC)C(=O)Cn1c(=O)n(-c2ccc(OC)cc2OC)c(=O)c2c3c(sc21)CCC3 | · | -3% | -8% | 2 | -1 | -4% | 0.5% | 0 | -7
Cc1ccc(S(=O)(=O)N2CCN(C(=O)COC(=O)c3ccccc3Cl)CC2)c(C)c1 | -1 | -2% | 2% | 34 | 7 | -4% | 2.4% | 19 | 10
CCOC(=O)N1CCC(NC(=O)CCCN2C(=O)CSc3ncccc32)CC1 | 0 | -3% | 0% | 15 | 0 | -2% | 3.7% | -7 | 5
COc1ccc(OC)c(S(=O)(=O)N2CCCC(C)C2)c1 (configuration not stated) | 10 | 1% | 1% | 3 | 1 | -3% | -1.6% | 3 | 7
Cc1ccc(SC(c2ccccc2)C(Cn2cncn2)C(=O)c2ccccc2)cc1 (configuration not stated) | -5 | 0% | -7% | -2 | 5 | -5% | 2.4% | 1 | 2
CCOc1ccccc1NC(=O)C(=O)NCCc1sc(-c2cccc(F)c2)nc1C | -5 | 2% | 4% | 16 | 2 | -2% | 8.8% | 9 | 20

Molecules from the list above that contain a cyano group, in the order listed:
SMILES | RXFP1 antagonist | Vif-A3G inh | Vif-APOBEC3F blk | D1 antag | D1 agonist | Glioma ERSR ind | RXFP1 agonist | D1 PAM | D2 potentiator
COc1ccc(OC)c(C2C(C#N)=C(N)Oc3c2c(C)nn3-c2cccc(Cl)c2)c1 (configuration not stated) | 7 | -4% | -4% | -10 | 6 | -1% | -0.3% | -6 | 6
Cc1ccccc1NC(=O)/C(C#N)=C/c1ccccc1C(F)(F)F | -11 | -10% | -5% | -8 | 1 | 2% | -2.1% | 2 | -11
